Bioassay records deposited in PubChem by several laboratories.
MRP resist rev: reversal of MRP1-mediated doxorubicin resistance, primary screen, H69AR cells, doxorubicin co-treatment | H69AR cells + 2 uM doxorubicin, CellTiter-Glo, 72 h | differential viability (reversal), % at 10 µM | 0.04% of 85,000 active | AID 602, 2007;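 active = viability drop by adding the cancer drug above about 55%, with treated viability meeting a 40% cutoff, limit read from the data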;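 also: viability without doxorubicin minus viability with 2 µM doxorubicin for each compound; larger differential means the compound sensitizes cells more to doxorubicin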
PLAP inhibition: PLAP enzyme inhibitors, biochemical, luminescence, HTS (AID 690); Alkaline phosphatase, placental type (Homo sapiens); purified PLAP, luminescent substrate; higher % means a stronger effect; one-dose inhibition, % at 20 µM; IC50 in µM for titrated hits; 0.08% of 96,000 active; in the data active = a potency from the dose series; inactive = the rest, 99 in 100 with inhibition below about 30%; also: strong numbers were not always called active
NFkB transloc pot: enhancers of NFkB p65 translocation in HUVEC – imaging, IL-1B stimulus, high-content imaging, primary screen | HUVEC IL-1B NFkB p65 nuclear translocation imaging | activation, % at 2 µM | 0.3% of 94,000 active;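 active = activation above 40%, about the mean plus 3 SD, also judged a hit on visual image review; inconclusive = activation above 40% but not a hit on visual review; inactive = activation not above 40% and no visual hit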;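 also: percent activation is computed from the nuclear over cytoplasmic p65 intensity ratio; values of inactives mirror those of a sister screen read the other way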
NFkB transloc inh: inhibitors of IL-1B driven NFkB p65 nuclear import, primary screen, imaging, HUVEC, IL-1B stimulus, high-content imaging. inhibition, % at 2 µM. 0.43% of 94,000 active. HUVEC IL-1B NFkB p65 nuclear translocation imaging;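 active = inhibition above about 30% together with a positive call from visual inspection of the well image, limit read from the data; inconclusive = inhibition above a set limit but visual check negative; inactive = inhibition not above a set limit, visual check negative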;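 also: nuclear over cytoplasmic p65 intensity ratio measured by imaging; 0% = IL-1B stimulated DMSO wells and 100% = unstimulated DMSO wells; values of inactives mirror those of a sister screen read the other way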
Bcl-B displacement: displacers of TR3 peptide from Bcl-B, primary screen, selectivity assay for Bfl-1 inhibitor project, biochemical, fluorescence polarization; 0.11% of 96,000 active; FP displacement of FITC-TR3 peptide from Bcl-B; higher % means a stronger effect; displacement, % at 20 µM, or IC50 in µM where a hit was titrated;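 active = displacement above 50% at 20 µM plus a fluorescence interference ratio under 1.5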;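 also: plate controls were wells without compound for no effect and wells lacking Bcl-B protein for full effect; a part of the inactive calls stands beside numbers as strong as those of hits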
MRP resist rev cytotoxicity: recorded beside MRP resist rev, whose call it bears; viability, %; H69AR cells, CellTiter-Glo, 72 h; measured here: cytotoxicity without doxorubicin
MRP resist rev with doxorubicin: recorded beside MRP resist rev, whose call it bears; viability, %; measured here: viability with 2 uM doxorubicin; stronger effect = lower value
NFkB transloc inh cell count 2 µM: second read-out of NFkB transloc inh, no call of its own (marks repeat the call); cell count; measured here: cells passing quality filter;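 raw number of nuclei counted in each imaged well without normalization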
NFkB transloc pot cell count 2 µM: also measured in NFkB transloc pot; calls as there; cell count; measured here: cells passing quality filter
Starred values were filed as active, the others as inactive; ? = inconclusive; · = no result given.

molecule	MRP resist rev	MRP resist rev cytotoxicity	MRP resist rev with doxorubicin	PLAP inhibition	NFkB transloc pot	NFkB transloc pot cell count 2 µM	NFkB transloc inh	NFkB transloc inh cell count 2 µM	Bcl-B displacement
CS(=O)(=O)N(CC(O)Cn1c2ccccc2c2ccccc21)c1ccccc1 (stereo unspecified)	-39	30	70	-68%	14	154	-14	154	0%
CCCC(=O)Nc1ccc(C(=O)NNC(=O)c2cccs2)cc1	·	·	·	3%	4	159	-4	159	-10%
Cc1cc(C)n(C(=O)c2ccc(C)c(S(=O)(=O)N3CCOCC3)c2)n1	3	92	89	-16%	·	·	·	·	-10%
O=c1oc2ccccc2c(NCc2cccc(F)c2)c1[N+](=O)[O-]	·	·	·	·	-9	115	9	115	·
Cc1noc(C)c1S(=O)(=O)N(CC(=O)Nc1ccc2c(c1)OCCO2)c1ccc(C(C)C)cc1	-2	57	59	-46%	9	102	-9	102	-8%
Cc1cc2cccc(C)c2nc1SCC(=O)N(C)c1nc(-c2ccccc2)cs1	·	·	·	1%	11	181	-11	181	-1%
O=C(CCSc1nccn1Cc1ccccc1)N1CCOCC1	7	88	80	-34%	11	147	-11	147	5%
COc1ccc(NC(=O)CCS(=O)(=O)c2ccc3c(c2)CCCN3C(C)=O)cc1Cl	8	100	93	20%	-6	56	-2	170	1%
Cc1ccc(N(Cc2ccc(C(=O)Nc3ccccc3C(=O)NCc3ccco3)cc2)S(C)(=O)=O)cc1C	-3	79	82	-41%	16	154	-16	154	7%
Oc1ccc(-c2n[nH]c(=S)n2Cc2ccco2)cc1	11	98	86	7%	-3	143	3	143	17%
COC(=O)c1ccc(-n2nnnc2SCc2ccccc2OC)cc1	-42	37	79	-9%	·	·	·	·	-4%
CN1C(=O)c2cccc(NCCCN3C(=O)c4ccccc4C3=O)c2C1=O	-18	94	112	-6%	-3	80	4	80	-87%
CCOC(=O)Cc1csc(NC(=S)NC(=O)c2ccc(F)cc2)n1	·	·	·	-10%	1	135	-1	135	15%
Cc1ccc2[nH]c(=O)c(-c3nc4c(C)cccn4c3NCc3ccco3)cc2c1	-11	86	97	11%	-1	113	1	113	-38%
O=C(CN1C(=O)COc2ccccc21)NCCCN1CCc2ccccc2C1	15	97	82	-15%	6	136	-6	136	-7%

Carrying on.
molecule	MRP resist rev	MRP resist rev cytotoxicity	MRP resist rev with doxorubicin	PLAP inhibition	NFkB transloc pot	NFkB transloc pot cell count 2 µM	NFkB transloc inh	NFkB transloc inh cell count 2 µM	Bcl-B displacement
Cc1nnc2n(-c3ccccc3)c(=O)c3c4c(sc3n12)COC(C(C)C)C4 (stereo unspecified)	-2	79	81	-41%	5	118	-5	118	3%
Cn1c(=O)c2c(ncn2Cc2cc(-c3ccccc3)no2)n(C)c1=O	21	82	61	5%	3	85	-3	85	-8%
CCC/C(=C1/C(=O)CC(C)(C)C(C(=O)OC)C1=O)N1CCCC1 (stereo unspecified)	17	95	78	-24%	·	·	·	·	-6%
Cc1cc(C)nc(N2CCC(C(=O)O)CC2)n1	7	108	101	-32%	-1	152	1	152	24%
COc1ccc(N(CC(=O)Nc2cc(C(=O)O)ccc2C)S(=O)(=O)c2c(C)noc2C)cc1	19	104	85	-22%	39	139	-39	139	2%
O=C(Nc1c(C(=O)NCc2ccco2)cnn1-c1ccccc1)c1ccc(F)cc1	12	93	81	-16%	3	173	-3	173	-9%
Cc1cc(C)c(S(=O)(=O)NCc2ccncc2)c(C)c1	17	104	87	-8%	-1	149	1	149	4%
Cc1cc(C)n2nc3nc(N4CCCCC4)nc(-c4ccco4)c3c2n1	·	·	·	-38%	·	·	·	·	13%
CCC(C)(C)n1nnnc1C(c1cc2ccc(OC)cc2[nH]c1=O)N1CCCCC1 (stereo unspecified)	-8	84	92	-46%	·	·	·	·	-1%
COCCn1c(SCc2ccc(C(=O)OC)o2)nnc1-c1c[nH]c2ccccc12	13	87	75	-28%	·	·	·	·	-11%
O=C(C1CCCN1S(=O)(=O)c1ccc(Cl)c(Cl)c1)N1CCOCC1 (stereo unspecified)	5	102	96	-10%	20	81	-20	81	-13%
CCC(C)Sc1nc2c(c(=O)[nH]c(=O)n2C)n1CC(O)COc1ccccc1C (stereo unspecified)	-18	59	77	·	3	159	-3	159	·
O=S(=O)(c1ccc(Br)s1)n1cccn1	·	·	·	11%	-2	145	2	145	-29%
Cc1ccc(-c2nn[nH]n2)cc1	-3	101	104	6%	8	147	-8	147	-2%
COc1cccc(-c2cc(C(=O)Nc3ccc4c(c3)OCCO4)c3ccccc3n2)c1	·	·	·	-1%	8	182	-8	182	-6%

Later entries.
molecule	MRP resist rev	MRP resist rev cytotoxicity	MRP resist rev with doxorubicin	PLAP inhibition	NFkB transloc pot	NFkB transloc pot cell count 2 µM	NFkB transloc inh	NFkB transloc inh cell count 2 µM	Bcl-B displacement
CN(C)CCCN1C(=O)C(=O)/C(=C(/O)c2ccc3c(c2)OCO3)C1c1ccco1 (stereo unspecified)	-9	78	87	·	11	136	-11	136	·
COc1ccc(CNC(=O)CCOc2ccc(C(C)(C)C)cc2)cc1	12	97	85	7%	-18	65	18	65	-2%
CCn1c(SCc2cccnc2)nc2c1c(=O)n(C)c(=O)n2C	12	99	87	10%	14	126	-14	126	-7%
N#Cc1c2n(c3c(=O)n(CC(=O)c4ccc(Br)cc4)cnc13)CCCC2	-15	82	97	4%	20	193	-20	193	2%
CN1C(=O)c2c(sc3c2CC(C)(C)SC3)N2CCN=C12	3	78	75	-24%	·	·	·	·	1%
O=C(CSc1nnc(-c2ccccc2)n1Cc1ccccc1)NC1CC1	14	90	76	-26%	-1	147	1	147	-4%
COc1ccc(C2C3C(=O)N(Cc4ccccc4)C(=O)C3ON2c2ccccc2)c(OC)c1OC (stereo unspecified)	6	74	68	-49%	-1	123	2	123	-20%
Cn1c(=O)c2cc(S(=O)(=O)NCCC(=O)NCC3CCCO3)ccc2n(C)c1=O (stereo unspecified)	-8	97	105	-5%	7	168	-7	168	3%
Cc1ccc(-c2noc(CCC(=O)NCCN3CCc4ccccc4C3)n2)cc1	·	·	·	-51%	2	121	-2	121	-2%
Cc1ccc(NCc2nnc(SCC(=O)N3CCCc4ccccc43)o2)c(C)c1	0	67	67	15%	3	180	-3	180	-19%
O=c1[nH]c2cc3c(cc2cc1CN(CC1CCCO1)S(=O)(=O)c1ccccc1)OCCO3 (stereo unspecified)	9	88	79	13%	·	·	·	·	-7%
CCOC(=O)C1C(=O)NC(N2CCCCC2)=NC1c1ccccc1 (stereo unspecified)	12	95	84	5%	·	·	·	·	-9%
Cc1ccsc1C1Nc2ccc3ncccc3c2C2=C1C(=O)CCC2 (stereo unspecified)	·	·	·	7%	-7	131	7	131	7%
CC1CC(C(F)(F)F)n2ncnc2N1 (stereo unspecified)	-5	108	114	17%	30	122	-30	122	-5%
COc1ccc(-c2csc(-n3ncc(-c4cccs4)c3N)n2)cc1	·	·	·	1%	3	102	-3	102	-10%

Among those listed so far, two contain bromine:
molecule	MRP resist rev	MRP resist rev cytotoxicity	MRP resist rev with doxorubicin	PLAP inhibition	NFkB transloc pot	NFkB transloc pot cell count 2 µM	NFkB transloc inh	NFkB transloc inh cell count 2 µM	Bcl-B displacement
O=S(=O)(c1ccc(Br)s1)n1cccn1	·	·	·	11%	-2	145	2	145	-29%
N#Cc1c2n(c3c(=O)n(CC(=O)c4ccc(Br)cc4)cnc13)CCCC2	-15	82	97	4%	20	193	-20	193	2%

(next part)
Sequence of screens – MRP resist rev | MRP resist rev cytotoxicity | MRP resist rev with doxorubicin | PLAP inhibition | NFkB transloc pot | NFkB transloc pot cell count 2 µM | NFkB transloc inh | NFkB transloc inh cell count 2 µM | Bcl-B displacement
> O=C(O)CCCC(=O)Nc1ccccc1C(=O)N1CCCC1
→ 12 | 90 | 78 | 4% | 9 | 110 | -9 | 110 | -4%
> O=C(CCC(=O)OCC(=O)c1cccc([N+](=O)[O-])c1)Nc1cccc(Cl)c1Cl
→ · | · | · | 5% | -32 | 156 | ? | · | -6%
> COC(=O)CSc1nc(NCC(C)C)nc(N2CCOCC2)n1
→ 14 | 88 | 74 | -6% | -16 | 61 | 16 | 61 | -4%
> Cc1noc(C)c1C(=O)NCCc1ccccc1
→ 3 | 85 | 82 | -9% | 13 | 189 | -13 | 189 | 0%
> Cc1ccc(S(=O)(=O)CC2CSc3nc(N)cc(=O)n32)cc1 (stereo unspecified)
→ -1 | 94 | 95 | -15% | 5 | 126 | -5 | 126 | -10%
> CCc1ccc2c(c1)cc(CN(C(=S)Nc1ccccc1)C1CC1)c1nnnn12
→ · | · | · | -33% | · | · | · | · | 4%
> COc1ccc(-c2oc3ncnc(NCCN4CCOCC4)c3c2-c2ccc(OC)cc2)cc1
→ 6 | 18 | 12 | -58% | 0 | 154 | 0 | 154 | 10%
> COc1cccc(OC)c1NC(=O)C1CCCN1C(=O)NCc1ccccc1 (stereo unspecified)
→ 13 | 98 | 85 | -16% | 5 | 130 | -5 | 130 | -6%
> C=CCNS(=O)(=O)CC12CCC(CC1=O)C2(C)C (stereo unspecified)
→ -8 | 89 | 97 | 5% | -4 | 189 | 4 | 189 | -9%
> CCn1c(SCC(=O)N2CCOCC2)nc2sc3c(c2c1=O)CCCC3
→ -32 | 39 | 71 | -27% | 38 | 136 | -38 | 136 | 4%
> Cc1ccc(N2CCN(CC3CC=CCC3)CC2)cc1 (stereo unspecified)
→ -15 | 77 | 92 | 12% | -17 | 125 | 17 | 125 | -3%
> CNC(=O)c1ccc(Nc2nnc(C)c3ccccc23)cc1
→ -16 | 90 | 106 | · | -2 | 159 | 2 | 159 | ·

Three neighbouring records from above, quoted:
Sequence of screens – MRP resist rev | MRP resist rev cytotoxicity | MRP resist rev with doxorubicin | PLAP inhibition | NFkB transloc pot | NFkB transloc pot cell count 2 µM | NFkB transloc inh | NFkB transloc inh cell count 2 µM | Bcl-B displacement
> CCn1c(SCC(=O)N2CCOCC2)nc2sc3c(c2c1=O)CCCC3
→ -32 | 39 | 71 | -27% | 38 | 136 | -38 | 136 | 4%
> Cc1ccc(N2CCN(CC3CC=CCC3)CC2)cc1 (stereo unspecified)
→ -15 | 77 | 92 | 12% | -17 | 125 | 17 | 125 | -3%
> CNC(=O)c1ccc(Nc2nnc(C)c3ccccc23)cc1
→ -16 | 90 | 106 | · | -2 | 159 | 2 | 159 | ·

A portion of the library; rates above refer to the full screens.
